Smad3 FoxH1 inh – inhibitors of human Smad3 transcription factor binding. P84022. TR-FRET Smad3/Dy647-FoxH1 peptide binding, europium anti-His. inhibition, % at 25 µM. 0.29% of 88,000 active;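 active = compounds that reduce the energy-transfer binding signal between the protein and its labelled peptide by more than half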;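 note: 0% = Smad3 plus labelled peptide maximal FRET and 100% = peptide-only background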
Target sequence (P84022 whole entry, looked up): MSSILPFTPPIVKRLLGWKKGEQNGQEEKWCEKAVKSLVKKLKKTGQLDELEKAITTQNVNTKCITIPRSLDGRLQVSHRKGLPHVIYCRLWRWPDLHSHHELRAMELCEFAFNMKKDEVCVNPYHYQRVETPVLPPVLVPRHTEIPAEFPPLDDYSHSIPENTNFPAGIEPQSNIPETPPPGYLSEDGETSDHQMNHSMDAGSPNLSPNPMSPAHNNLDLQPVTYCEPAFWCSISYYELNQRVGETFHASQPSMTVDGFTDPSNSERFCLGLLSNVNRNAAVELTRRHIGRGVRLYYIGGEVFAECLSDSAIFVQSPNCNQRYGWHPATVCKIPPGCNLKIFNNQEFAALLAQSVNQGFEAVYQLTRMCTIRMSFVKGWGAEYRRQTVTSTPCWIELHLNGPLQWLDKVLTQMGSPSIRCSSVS
Mac1 fbg inh – inhibitors of human CD11b/CD18 binding to fibrinogen. P05107+P11215. K562 CD11b/CD18 adhesion to fibrinogen, ATPlite luminescence; Mn2+ added to activate the integrin. inhibition, % at 10 µM. 0.54% of 93,000 active. AID 1497;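 active = primary inhibition of 50% or more at 10 µM, then 40% or more on retest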; note: some results filed as inactive read as strong as hits
ERa SRC1 pot – enhances coactivator binding to human estrogen receptor alpha | coactivator binding (% of control), % at 25.6 µM | TR-FRET ERalpha-LBD/SRC-Cy5 coactivator binding, 2 h; 100 = basal binding, no effect | P03372 | 1.3% of 86,000 active; in the data active = activity above about 200%;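 note: binding measured in presence of low estradiol as agonist stimulus; 0% = peptide alone without receptor and 100% = receptor with peptide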
ERb coact inh – blocks coactivator binding to human estrogen receptor beta. TR-FRET ER-beta LBD / SRC1-Cy5 peptide binding; receptor agonist-loaded with 1 µM estradiol. inhibition, % at 25.6 µM. 1.3% of 86,000 active. AID 633. Q92731;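 active = compounds whose percent inhibition of the receptor-coactivator binding signal exceeds about 50% in the single-dose screen, limit read from the data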;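 note: 0% = receptor plus peptide wells without compound and 100% = peptide-only wells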
Target sequence (Q92731 whole entry, looked up, the tested form may be a part): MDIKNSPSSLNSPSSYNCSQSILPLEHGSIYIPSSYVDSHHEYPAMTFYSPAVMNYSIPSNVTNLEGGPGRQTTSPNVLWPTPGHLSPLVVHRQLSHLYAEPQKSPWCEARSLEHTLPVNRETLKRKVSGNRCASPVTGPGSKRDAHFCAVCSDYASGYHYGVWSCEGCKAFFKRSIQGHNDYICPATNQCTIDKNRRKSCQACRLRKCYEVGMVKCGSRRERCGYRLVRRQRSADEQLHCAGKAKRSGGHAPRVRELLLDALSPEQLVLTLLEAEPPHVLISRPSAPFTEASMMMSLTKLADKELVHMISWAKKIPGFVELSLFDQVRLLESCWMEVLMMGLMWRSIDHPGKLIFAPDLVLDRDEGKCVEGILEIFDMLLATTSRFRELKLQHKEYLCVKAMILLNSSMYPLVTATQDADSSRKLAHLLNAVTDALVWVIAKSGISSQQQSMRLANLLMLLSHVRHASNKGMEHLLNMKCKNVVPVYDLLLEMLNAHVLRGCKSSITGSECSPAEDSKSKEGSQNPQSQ
MT1-MMP txn act – activates MT1-MMP transcription; activation factor at 10 µM; AID 750; 0.16% of 86,000 active; HT1080 MT1-MMP promoter luciferase reporter, luminescence, overnight; active compounds read high;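 active = activation factor of at least 2 for MT1-MMP transcription at 10 µM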
Mac1 fbg enh – enhancers of human CD11b/CD18 binding to fibrinogen; K562 CD11b/CD18 adhesion to fibrinogen, ATPlite luminescence; P05107+P11215; 0.07% of 93,000 active; activation, % at 10 µM; AID 1499;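 active = 10 µM primary screen giving 50% or more activity, confirmed by 40% or more on retest at that dose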; note: strong numbers were not always called active; reference of the scale not given here
sEH activator – activators of human soluble epoxide hydrolase | P34913 | AID 717 | activation, % at 2 µM | 0.04% of 91,000 active | purified human sEH enzymatic activity, activator screen; in the data active = activation above about 37%; note: values of inactives mirror those of a sister screen read the other way
sEH inhibitor – soluble epoxide hydrolase (human) inhibition; recombinant human sEH enzymatic activity assay; 0.34% of 91,000 active; inhibition, % at 2 µM; P34913; in the data active = inhibition above about 80%; note: values of inactives mirror those of a sister screen read the other way; many of its hits are not listed in these tables
Candida biofilm – kills Candida albicans biofilms; AID 834; 0.14% of 85,000 active; inhibition, % at 6 µM; C. albicans biofilm + clotrimazole, Alamar Blue;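 active = inhibition above 20%; inactive = inhibition below 20%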;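 note: preformed 24 hr biofilms exposed to compound for 48 hr; 0% = biofilm without compound and 100% = blank killed by clotrimazole plus chlorhexidine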
* marks the source's active call; other numbers are inactive results; . = not tested or not shown; [ ] = another dose, or the depositor's remark. Only part of the results is shown, so the mix of outcomes need not match the whole.

Results follow in this order: sEH inhibitor, Candida biofilm, Mac1 fbg enh, Mac1 fbg inh, MT1-MMP txn act, Smad3 FoxH1 inh, ERa SRC1 pot, ERb coact inh, sEH activator
c1cncc(-c2nc3c(ccc4ccccc43)[nH]2)c1
  4, ., -4, 6, ., ., ., ., -3
Cc1nc(NC(=O)c2cccc(Cl)c2)sc1-c1csc(Nc2cccc(Cl)c2)n1
  40, ., 11, -4, ., ., ., ., -40
Cc1cc(NC(=O)CSCCO)no1
  -5, 5, ., ., 1, 6, 95, -1, 4
CCOC(=O)Cc1csc(NC(=S)NC(=O)c2ccc(Cl)cc2)n1
  13, ., -4, 6, ., ., ., ., -11
COc1ccccc1NS(=O)(=O)c1cc(C(=O)NCc2ccco2)ccc1C
  -1, ., -2, 1, ., ., ., ., 3
Cn1nnnc1SCC(=O)Nc1ccccc1Cl
  -3, 11, -2, 10, 1, -3, 115, -2, 1
CC(C)NC(=S)NNC(=O)C12CC3CC(CC(C3)C1)C2
  -12, 1, -1, -5, 1.1, 8, 96, -15, 12
CCOC(=O)c1ccc(NC(=O)CSc2nc3c(c(=O)n2-c2ccccc2OC)SCC3)cc1
  ., 9, 2, -33, 1, 10, 156, 5, .
CCC1CCCCN1C(=O)CSc1nnc(-c2ccc(Cl)s2)o1 (stereo unspecified)
  10, 2, -3, -2, 1.5, 9, 88, 7, -9
CCCCCCc1nc2ccccc2c(=O)n1NC(=O)c1c(O)c2cccc3c2n(c1=O)CC3
  13, -3, ., ., 1.1, -9, 100, 25, -13
O=C1COc2ccc(C(=O)CSc3nnc(-c4cccs4)n3Cc3ccccc3)cc2N1
  -2, 9, -3, -5, 1.2, -10, 189, 9[fluorescence artefact?], 5
COc1cccc(C(=O)N2CCN(Cc3cccc(F)c3)CC2)c1
  6, 7, 10, -46, 0.9, 3, 101[fluorescence artefact?], -3, -6
COc1ccc(C2C(C#N)=C(N)Oc3cc(C)n(Cc4ccncc4)c(=O)c32)cc1 (stereo unspecified)
  -5, 4, -1, 7, 1.1, 2, 105, -10, 4
COc1cccc(/C=N/Nc2nn3cnnc3c3ccccc23)c1O
  -10, ., 0, 1, ., ., ., ., 11
COc1ccc(CNC(=O)CN(Cc2ccccc2)S(=O)(=O)c2ccc(Cl)cc2)cc1
  5, 2, -2, 8, 1.2, 14, 105, -7, -3
CCC(C)(C)n1nnnc1C(c1ccccc1)N1CCN(C2CCCC2)CC1 (stereo unspecified)
  0, 1, ., ., 1.2, 3, 105, -7, -1
O=C(NC1CCCCCC1)c1cc(S(=O)(=O)N2CCOCC2)ccc1N1CCCCC1
  4, 4, 0, -14, 1.2, 7, 137, -6, -2
COn1c(=O)c(-c2cccs2)[n+]([O-])c2ccccc21
  1, 8, 3, 14, 1.6, -15, 86, 3[fluorescence artefact?], 2
CCOC(=O)N1CCN(CC(O)COC2CC(C)CC(C)(C)C2)CC1 (stereo unspecified)
  -1, ., -2, 12, 1, ., ., ., 1
Cc1ccc(S(=O)(=O)N2CCC(C(=O)NCC3CCCO3)CC2)cc1 (stereo unspecified)
  12, -2, -2, -8, 1.3, 11, 117, 0, -14
c1ccc(-c2nc3c4ccccc4nc(N4CCN(c5ccccn5)CC4)n3n2)cc1
  ., 11, ., ., 1.2, 0, 215*[fluorescence artefact?], -1[fluorescence artefact?], .
CC(C)NC(=O)c1cccc(C(F)(F)F)c1
  1, ., 1, 4, ., ., ., ., 2
CCOC(=O)C(C)Sc1nnc(Cc2cc(=O)[nH]c(=O)[nH]2)n1-c1ccc(Cl)cc1 (stereo unspecified)
  -13, 7, ., ., 1.1, 10, 131, -7, 13
CCCCOC(=O)C(C#N)c1nc2ccccc2nc1N1CCOCC1 (stereo unspecified)
  14, 4, 0, -15, 1.1, 6, 109, -6, -15
CCN1CCN(C(=O)N[C@@H](C(=O)N[C@@H]2C(=O)N3[C@@H]2SC(C)(C)[C@@H]3C(=O)O)c2ccccc2)C(=O)C1=O
  ., 5, ., ., 1, -2, 112, 5, .
Cn1c(N2CCCC2)nc2c1c(=O)n(Cc1cccc(F)c1)c(=O)n2C
  26, ., 2, 9, 1.2, ., ., ., -26
COc1cccc(C(c2sc3nc(C)nn3c2O)N2CCN(C(=O)c3ccco3)CC2)c1 (stereo unspecified)
  ., 7, -2, -38, 1, -5, 102, 3, .
CCN(c1ccccc1)c1ncnc2c1cnn2-c1ccccc1
  -6, 6, 4, -1, 1.6, 5, 126, -6, 5
O=C(Oc1ccc2ccccc2c1)c1cncc(Br)c1
  8, 6, 0, -37, 1.2, -14, 81, 18, -10
CCCOc1ccccc1N/C(=N/c1nc(C)cc(C)n1)NC(=O)Nc1ccc(Cl)cc1
  -5, ., -6, 9, ., ., ., ., 5
Brc1ccc(-c2nc(-c3ccccn3)no2)o1
  -3, 3, 0, 17, ., 4, 115[fluorescence artefact?], 3[fluorescence artefact?], 3
O=C(Nc1nccs1)c1csc2c1CCCC2
  -5, 8, ., ., 1.8, 7[fluorescence artefact?], 97, -6, 5
COc1ccc(-c2noc(-c3ccc(C)cc3)n2)cc1
  -1, 1, -3, 20, 1.2, 1, 114, -4, 0
CCCCC(=O)Nc1cc2nn(-c3ccc(OC)cc3)nc2cc1C
  3, 5, 0, 2, 1.3, 10[fluorescence artefact?], 119, 9, -5
Cn1c(CCNC(=O)c2ccccc2)nc2cc(NC(=O)C3CCCCC3)ccc21
  20, 2, 1, -61, 1.1, -6, 121, 2, -18
CSCCC(NC(=O)c1ccco1)C(=O)OCC(=O)Nc1sccc1C#N (stereo unspecified)
  -13, 1, 0, -5, 1.3, -2, 43[fluorescence artefact?], 54*, 14
Cc1ccc2c(c1)c(C)c(C)n2CC(O)CN1CCOCC1 (stereo unspecified)
  5, 4, ., ., 1, -4, 108, 0[fluorescence artefact?], -5
Cc1occc1-c1nnc(SCC(N)=O)n1Cc1ccccc1
  -6, ., -2, -8, ., ., ., ., 6
COc1cccc(C(=O)Nc2nc(C)cs2)c1
  -6, 1, -3, -2, 0.9, 9, 107, -7, 7
CN(C)CCNS(=O)(=O)c1ccc(Cl)cc1
  15, -3, ., ., 1.1, 6, 121, -3, -13
COc1ccc(CCNS(=O)(=O)c2cccc(F)c2)cc1OC
  -13, 7, 2, 1, 1, -1, 101[fluorescence artefact?], 7, 10
CC(=O)C1=C(C)NC(SCC(=O)c2ccccc2)=C(C#N)C1c1ccco1 (stereo unspecified)
  2, -3, -1, -8, 1.4, 2, 100, 19[fluorescence artefact?], 2
Cc1ccccc1Oc1ncccc1C(=O)/C(C#N)=C/N(C)C
  -15, ., 0, 2, ., ., ., ., 16
CC1(C)Cc2c(sc3c2C(=O)N(c2ccccc2)C2=NCCCN23)CO1
  -12, 7, 1, -8, 0.9, 3, 112, 12, 14
O=C(CCN1C(=O)C2CC=C(Cl)CC2C1=O)N1CCCCC1 (stereo unspecified)
  -6, 11, 0, 4, 1.1, 1, 104, -7, 5

Single records (already shown). Order of values: sEH inhibitor, Candida biofilm, Mac1 fbg enh, Mac1 fbg inh, MT1-MMP txn act, Smad3 FoxH1 inh, ERa SRC1 pot, ERb coact inh, sEH activator
Entry for CCCCC(=O)Nc1cc2nn(-c3ccc(OC)cc3)nc2cc1C = 3, 5, 0, 2, 1.3, 10[fluorescence artefact?], 119, 9, -5
Entry for Cn1c(CCNC(=O)c2ccccc2)nc2cc(NC(=O)C3CCCCC3)ccc21 = 20, 2, 1, -61, 1.1, -6, 121, 2, -18

(further entries)
Results follow in this order: sEH inhibitor, Candida biofilm, Mac1 fbg enh, Mac1 fbg inh, MT1-MMP txn act, Smad3 FoxH1 inh, ERa SRC1 pot, ERb coact inh, sEH activator
CC(C(=O)Nc1cccnc1)N1C(=O)c2ccccc2C1=O (stereo unspecified)
  ., 7, -1, -10, 1, -2, 132, -3, .
CCOC(=O)c1c(C)n(-c2ccc(OC)cc2)c2c(C/C(C)=N/O)c(Br)c(OC)c(O)c12
  3, ., 8, 2, ., ., ., ., -1
c1ccc(N2CCN(CCc3nnc4n3CCCCC4)CC2)cc1
  ., 1, -5, 0, 1, 3, 122, -4, .
CC1(C)CC(NC(=O)c2cccc3ccccc23)CC(C)(C)N1
  3, 6, 0, -7, 1.2, 7, 104[fluorescence artefact?], -25, -1
O=[N+]1C2=C(CCCC2)N([O-])C12CCCC2
  -14, 0, 0, -1, 1, -2, 142, -3, 13
CCn1c(=NC(=O)CN2C(=O)CCC2=O)sc2c(C)cc(C)cc21
  -17, 2, -2, -2, 1.2, -12, 114[fluorescence artefact?], 0[fluorescence artefact?], 16
C=CCc1ccc(OCCCOc2ccc(C)cc2OC)c(OC)c1
  6, 4, 2, 20, 1.1, 5, 115[fluorescence artefact?], -14, -8
O=C(CN1C2CCC1CC(NC(=O)NC1CCCCC1)C2)NC1CC1 (stereo unspecified)
  73, 6, 1, -1, 1.1, 1, 99, -5, -73
O=C(c1ccc(Cl)cc1)c1cnc2ccccn12
  8, 1, -2, 7, 1.5, 0, 117, 0[fluorescence artefact?], -10
Cc1ccc(OCC(=O)N/N=C\c2cn(C)c3ccccc23)c([N+](=O)[O-])c1
  1, ., -3, 25, ., ., ., ., 2
COC(=O)Cc1cn(-c2ncc(C(F)(F)F)cc2Cl)c2ccccc12
  -14, 6, 1, -8, 1.1, 5, 101, -3[fluorescence artefact?], 11
O=C(CSc1nnc(-c2cnccn2)n1Cc1ccco1)c1ccc(Cl)cc1
  4, 2, ., ., 1.3, -3, 96, 6, -3
CN1C(=O)C(O)(CC(=O)c2cccc(-n3cccc3)c2)c2ccccc21 (stereo unspecified)
  -3, 0, 1, ., 1.2, 18, 105, -11, 6
O=C(CCCn1c(SCC(=O)c2ccc(O)c(O)c2)nc2ccccc2c1=O)NCC1CCCO1 (stereo unspecified)
  18, 10, -5, -6, 1, 18, 114[fluorescence artefact?], 32, -18
COCC(=O)N1CCN(c2ccc([N+](=O)[O-])cc2)CC1
  -2, ., 1, -2, ., ., ., ., 1
Cc1ccc2c(c1)-c1c(cnn1CC(=O)N(Cc1ccco1)C1CCCCC1)CO2
  2, 5, 0, 5, ., -16, 78[fluorescence artefact?], 19[fluorescence artefact?], 0
COc1nc(-c2ccccc2)ccc1-c1noc(-c2ccco2)n1
  9, 5, 4, -22, 1.1, -3, 229*, 7[fluorescence artefact?], -12
O=C(CCSc1ccc(Cl)c(Cl)c1)NC12CC3CC(CC(C3)C1)C2
  49, ., -8, -2, ., ., ., ., -49
COc1ccc(NC(=O)C=C(C)C)cc1Cl
  17, 4, -3, -16, 1.1, -3, 106, -6, -15
O=C(Nc1ccc2c(c1)OCO2)C1CCN(S(=O)(=O)c2cccs2)CC1
  32, -7, ., ., ., 7, 92[fluorescence artefact?], 4, -31
O=C(NCc1cccnc1)NC1CCCN1S(=O)(=O)c1ccc(Cl)cc1 (stereo unspecified)
  ., 10, 3, -10, 1.1, 3, 117, -6, .
Cc1ccc(CCCOC(=O)C[N+]2(C)CCOCC2)cc1
  -13, 2, -5, 1, 1.2, -3, 124, -5, 16
